Screens: PubChem BioAssay, several laboratories
IDE cell inh – inhibits human insulin-degrading enzyme in HEK cells; P14735; FAbetaB cleavage, fluorescence polarization; inhibition, % at 5.59 µM; 320,000 tested, 0.41% active;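 active = percent inhibition above the average of all tested compounds plus 3 SD, set per screening campaign, cut at about 16% in these data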;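 note: IDE supplied by intact live HEK cells; FP after avidin binding of uncleaved biotin substrate so inhibition keeps polarization high; 0% = DMSO wells and 100% = 60 µM reference IDE inhibitor Ii1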
IDE act – activators of human insulin-degrading enzyme in cells; P14735; HEK cells, FAbeta-B cleavage, fluorescence polarization; 0% vehicle, 100% cell-free pure enzyme wells; activation, % at 5.96 µM; 340,000 tested, 0.073% active; AID 493087;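 active = activation above the mean of all tested compounds plus 3 SD, set per screening campaign, cut at about 17% in these data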
MEKK3 PB1 HTS – raises or lowers MEK5 binding to the human MEKK3 PB1 domain | bead-based flow cytometry, Alexa488-MEK5 binding to MEKK3; actives lie on both sides; 0 = blocked by unlabeled MEK5, 100 = vehicle | binding response (% of control), % at 10 µM | 290,000 tested, 1.4% active | AID 1529;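 active = binding response more than 3 SD above or below the average of its plate-row segment, actives on both sides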;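 note: Alexa488 bead fluorescence after subtracting the streptavidin-only scavenger bead signal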
GalR3 antagonist – blocks the human galanin receptor 3; 360,000 tested, 0.44% active; O60755; inhibition, % at 3 µM; HEK293 GalR3-CNG cAMP membrane potential fluorescence; galR3 body fused to GalR1 C-terminus; AID 651719;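 active = inhibition above the screen-wide average plus 3 SD, cut at about 13% in these data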;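 note: forskolin and galanin both at EC90 stimulate the cells; cAMP rise reported by CNG channel membrane potential dye signal; 0% = forskolin plus galanin with DMSO and 100% = forskolin alone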
Target sequence (O60755 1-299 limits assumed): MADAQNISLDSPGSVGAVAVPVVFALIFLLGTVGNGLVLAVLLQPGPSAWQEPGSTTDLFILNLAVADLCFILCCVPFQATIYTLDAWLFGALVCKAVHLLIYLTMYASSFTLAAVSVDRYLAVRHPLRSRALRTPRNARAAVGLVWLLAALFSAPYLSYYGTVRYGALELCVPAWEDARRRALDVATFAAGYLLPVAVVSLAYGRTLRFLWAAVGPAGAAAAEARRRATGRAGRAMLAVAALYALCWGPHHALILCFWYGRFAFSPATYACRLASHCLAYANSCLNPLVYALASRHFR
p-CIP stab down – p/CIP protein destabilization; decrease of EGFP signal, % at 10 µM; 290,000 tested, 0.01% active; Q05BA5; F442A p/CIP-EGFP cells, EGFP fluorescence, 16 h;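 active = EGFP signal decrease of at least 30% at 10 µM or well 3 SD below plate mean, unless failing retest; inactive = the rest, including hits failing retest or dose response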; note: some compounds called inactive have numbers as strong as hits; many of its hits are not listed in these tables
CHRM4 PAM – CHRM4 positive allosteric modulation | AID 624126 | P08173 | activation, % at 3 µM | CHO-K1 hM4/Gqi5, Fluo-8 calcium fluorescence, ACh EC20; 0% = ACh EC20, 100% = maximal ACh | 360,000 tested, 0.4% active;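 active = activation above its plate's cutoff, the mean activation of sample wells plus 3 SD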; note: some results filed as inactive read as strong as hits
Target sequence (P08173 whole entry, looked up): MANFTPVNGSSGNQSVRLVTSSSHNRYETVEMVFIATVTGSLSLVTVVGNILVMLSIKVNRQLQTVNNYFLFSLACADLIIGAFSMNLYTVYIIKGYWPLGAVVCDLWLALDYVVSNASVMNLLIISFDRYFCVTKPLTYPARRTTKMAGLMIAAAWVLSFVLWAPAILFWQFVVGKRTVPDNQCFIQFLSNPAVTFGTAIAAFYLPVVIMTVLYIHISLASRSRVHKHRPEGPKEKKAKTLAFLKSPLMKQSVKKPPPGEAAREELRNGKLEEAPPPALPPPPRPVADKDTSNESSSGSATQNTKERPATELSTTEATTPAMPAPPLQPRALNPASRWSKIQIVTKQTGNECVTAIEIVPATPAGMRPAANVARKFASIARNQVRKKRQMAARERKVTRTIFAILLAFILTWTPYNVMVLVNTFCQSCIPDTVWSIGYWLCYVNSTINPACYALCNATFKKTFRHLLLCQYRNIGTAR
CRFR2-BP ag – CRF-BP/CRF-R2 complex agonism | activation, % at 13.2 µM | 350,000 tested, 0.46% active | HEK293 CRF-R2/CRF-BP, calcium dye fluorescence (FLIPR); percent of saturating CRF peptide response;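 active = activation of at least 50%, plus an integration ratio under a set limit after plate pattern correction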;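 note: plate controls were neutral control wells without compound for no effect and CRF at EC100 for full effect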
CRFR2-BP antag – blocks CRF-induced signaling of the CRF-BP/CRF-R2 complex; HEK293 CRF-R2/CRF-BP, CRF-induced calcium fluorescence; inhibition, % at 11.8 µM; 350,000 tested, 0.59% active;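 active = inhibition of the ligand-induced calcium signal above about 50% at the single tested concentration, limit read from the data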
PHOSPHO1 inh – inhibitors of human PHOSPHO1 phosphatase; Q8TCT1; recombinant PHOSPHO1, absorbance phosphatase assay; inhibition, % at 13.3 µM; 290,000 tested, 1.1% active; AID 1565; in the data active = inhibition above about 60%
Target sequence (Q8TCT1 whole entry, looked up): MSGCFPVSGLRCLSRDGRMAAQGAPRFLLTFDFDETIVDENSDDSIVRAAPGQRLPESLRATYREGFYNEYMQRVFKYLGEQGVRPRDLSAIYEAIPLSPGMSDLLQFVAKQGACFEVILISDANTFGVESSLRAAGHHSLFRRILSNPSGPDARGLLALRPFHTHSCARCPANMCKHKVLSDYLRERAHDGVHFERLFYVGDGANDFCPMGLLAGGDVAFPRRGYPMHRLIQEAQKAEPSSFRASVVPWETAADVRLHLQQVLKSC
An asterisk follows results filed as active; / = not tested or not shown; [ ] = dose if it differs, or a comment.

SMILES | IDE cell inh | IDE act | MEKK3 PB1 HTS | GalR3 antagonist | p-CIP stab down | CHRM4 PAM | CRFR2-BP ag | CRFR2-BP antag | PHOSPHO1 inh
O=C(CNC(=O)c1cccs1)OCC(=O)c1ccc(Br)cc1 | 7 | 5 | 99 | -3 | 4 | 0 | -8.2 | -13 | 36
COC(=O)CSc1nc2c(cnn2-c2ccc(Cl)cc2)c(=O)[nH]1 | -2 | 0 | 108 | -8 | -13 | 11 | -2.5 | -3 | 34
OCC(O)C1OC(Oc2ccccc2)C(O)C(O)C1O (stereo unspecified) | / | 1 | / | -5 | / | 2 | 0.7 | 1 | /
Cc1ccc(NC(=O)CNC(=O)c2sc3ccccc3c2Cl)nc1 | 1 | -3 | / | -4 | / | 13 | 0.5 | 9 | /
Cc1cccc(C)c1NC(=O)CNC(=O)CCCN1C(=O)c2cccc3cccc(c23)C1=O | 8 | 2 | / | -6 | / | 4 | 0.0 | 1 | /
CS(=O)(=O)N(CC(=O)N1CCCC1)c1cccc(Cl)c1Cl | 1 | 2 | 110 | -2 | -2 | 2 | 0.3 | -7 | 9
CCN(CC(=O)Nc1c(F)cccc1F)C(=O)CSc1nc2ccccc2o1 | 2 | -3 | / | -4 | / | 4 | -0.4 | 1 | /
CCn1cnc2cc(NCc3ccccc3Cl)ccc21 | 2 | 6 | 103 | -9 | 1 | -11 | -0.3 | -6 | 45
Cc1nn(C(C)(C)C)c(OC(=O)c2cccs2)c1Sc1ccccc1 | 3 | 5 | 99 | -8 | -5 | -13 | -1.4 | 7 | 15
COc1ccc(C2=NS(=O)(=O)N(C)C(C(=O)Nc3cc(OC)c(OC)c(OC)c3)=C2)cc1 | 5 | 1 | 102 | 0 | 7 | -7 | -1.3 | 23 | 36
COc1cccc(C(=O)N2CCN(Cc3ccc(OC)cc3OC)CC2)c1 | 6 | 2 | 101 | -7 | -1 | 3 | -1.5 | 2 | -2
CC(=O)Nc1ccc(S(=O)(=O)N(C)CC(=O)Nc2cccc(S(=O)(=O)N3CCCC3)c2)cc1 | 4 | 7 | / | 0 | / | 3 | -1.2 | 11 | /

3 compounds already listed, arranged by molar mass, ascending:
SMILES | IDE cell inh | IDE act | MEKK3 PB1 HTS | GalR3 antagonist | p-CIP stab down | CHRM4 PAM | CRFR2-BP ag | CRFR2-BP antag | PHOSPHO1 inh
COC(=O)CSc1nc2c(cnn2-c2ccc(Cl)cc2)c(=O)[nH]1 | -2 | 0 | 108 | -8 | -13 | 11 | -2.5 | -3 | 34
Cc1ccc(NC(=O)CNC(=O)c2sc3ccccc3c2Cl)nc1 | 1 | -3 | / | -4 | / | 13 | 0.5 | 9 | /
COc1ccc(C2=NS(=O)(=O)N(C)C(C(=O)Nc3cc(OC)c(OC)c(OC)c3)=C2)cc1 | 5 | 1 | 102 | 0 | 7 | -7 | -1.3 | 23 | 36

(more compounds)
SMILES | IDE cell inh | IDE act | MEKK3 PB1 HTS | GalR3 antagonist | p-CIP stab down | CHRM4 PAM | CRFR2-BP ag | CRFR2-BP antag | PHOSPHO1 inh
Cn1c(-c2ccc(Cl)cc2)ccc(C#N)c1=O | -3 | -2 | 100 | -4 | 11 | 11 | -0.1 | -5 | 18
CC1C(=O)N(Cc2cn(CCC3OCCCO3)nn2)CCS(=O)(=O)N1Cc1ccc(-c2cccc(CO)c2)cc1 (stereo unspecified) | / | / | / | -4 | / | 0 | 4.8 | -15 | /
Cn1nc([N+](=O)[O-])c(C(C#N)c2ccccn2)c(Cl)c1=O (stereo unspecified) | 1 | -2 | 97 | -6 | -9 | 8 | -2.3 | 3 | 32
O=C(COC(=O)Cc1ccsc1)NCc1ccccc1 | -1 | 2 | 97 | -1 | 0 | 1 | 2.1 | 3 | 12
CNC(=O)c1ccc(NC(=O)C2CCN(c3ncnc4sc(C)c(C)c34)CC2)cc1 | 10 | -4 | 96 | 1 | 2 | 9 | -0.3 | -9 | 34
Nc1c(C(=O)Nc2ccc(F)cc2)sc2nc(-c3ccco3)ccc12 | -1 | -9 | 101 | -1 | -13 | 3 | 4.3 | -18 | 35
FC(F)(F)c1cc(Cl)c2nnc(C(F)(F)Cl)n2c1 | -4 | -1 | 110 | 7 | -4 | 1 | 4.0 | 15 | 38
O=C(NCCCN1CCCC1=O)c1cc(-c2cccnc2)nc2ccc(Cl)cc12 | 0 | 4 | 70*[inhibitor] | -1 | 14 | 1 | 1.0 | -6 | 4
Cc1ccc(S(=O)(=O)N(C)C)cc1NC(=S)N(C)C1CCN(C)CC1 | 1 | 2 | 102 | -10 | -33 | -8 | -0.9 | -9 | 18
Nc1nc(F)nc2c1ncn2[C@@H]1O[C@H](CO)[C@@H](O)[C@@H]1O | -1 | 8 | 107 | -2 | -2 | -1 | -1.4 | 50* | -6
COc1ccc(OCC(=O)NNC(=O)c2cccc(S(=O)(=O)N(C)C)c2)cc1 | -1 | 2 | 98 | 1 | 7 | 3 | -2.3 | 3 | 21
CC(C)CNS(=O)(=O)c1cc(C(=O)OCC(=O)N2CCOCC2)c(Cl)cc1Cl | -2 | 6 | 101 | -9 | 2 | 0 | 1.5 | 5 | 23
COc1ccc(C)cc1NC(=O)CCN1CCCC1 | 4 | 7 | 101 | -4 | -12 | 1 | -0.7 | 2 | -39
CCOC(=O)NC(=O)c1cn(Nc2ncc(Cl)cc2C(F)(F)F)c(=O)[nH]c1=O | 0 | 2 | 98 | 0 | -14 | -6 | -1.6 | 8 | 25
CCC(NC(=S)NC1CCCCC1)c1ccc(C)cc1 (stereo unspecified) | / | 4 | 104 | / | -11 | -6 | / | / | 23
C/C(=N\NC(=O)c1ccccc1)c1ccc(N2CCCCC2)cc1 | 1 | 1 | 91 | -4 | -6 | 2 | -0.7 | 15 | 0
CC(=O)Oc1cc(C(=O)OCC(=O)N2CCc3ccccc3C2)cc(OC(C)=O)c1OC(C)=O | 4 | -1 | / | -5 | / | 8 | -5.3 | -14 | /
O=C(c1cc2ccccc2o1)N(Cc1ccco1)Cc1cccs1 | 0 | 7 | / | -2 | / | -6 | 1.1 | -3 | /
COC(=O)c1c(NC(=O)CSc2ncnc3c2cnn3-c2ccccc2Cl)sc2c1CCCC2 | 0 | -5 | 97 | -2 | -11 | -1 | 1.4 | -24 | 6
O=C(Cn1cnc2ccccc2c1=O)NCc1cccs1 | 6 | 5 | 96 | -6 | 5 | 6 | -4.1 | 9 | 24
CCN1CCN(C(=O)c2cc3cc([N+](=O)[O-])ccc3oc2=O)CC1 | -7 | -1 | 102 | 2 | 0 | 5 | 1.6 | -9 | 25
Cn1ncc([N+](=O)[O-])c1C(=O)Nc1ccccc1Cl | 0 | 7 | 101 | -7 | 11 | -1 | -0.7 | -6 | -12
COc1cccc(CNC(=O)Cn2ncc3c(=O)oc4ccccc4c32)c1 | 0 | -1 | 96 | -6 | -5 | 7 | -1.2 | 10 | 13
COCCn1c(SCc2ccccc2Cl)nc2c1c(=O)[nH]c(=O)n2C | -2 | 1 | 104 | 4 | -2 | 1 | -7.1 | 3 | 3
CCCC(C(=O)NC(C)(C)C)N(CC1CCCO1)C(=O)c1snc(C(N)=O)c1N (stereo unspecified) | -2 | 1 | 91 | -2 | -20 | 6 | 1.7 | -2 | 13
CN(C(=O)c1ccccc1C(=O)OCC(=O)Nc1ccccc1)c1ccccc1 | 3 | 7 | / | -5 | / | -3 | 0.2 | -3 | /
CCOC(=O)c1ccc(CNC(=O)c2cc(C(C)(C)C)oc2C)o1 | 5 | 1 | 98 | -1 | -5 | -1 | -1.1 | 15 | -18
O=C(CN1CCCCC1)Nc1nc(-c2ccc(F)c(F)c2)cs1 | 3 | -1 | 99 | -8 | -15 | -10 | -0.2 | -42 | 40
N#CCCN(Cc1ccccc1)C(=S)Nc1ccc(F)cc1 | 3 | / | 90 | -5 | -29 | -3 | -1.8 | 4 | 33
COc1ccc(-c2sc(Nc3cccc4ccccc34)n[n+]2C)c(C)c1C | / | 0 | / | 5 | / | 0 | -0.4 | -1 | /
COc1ccc(C(=O)Nc2ccccc2C(=O)N2CCCCCC2)cc1OC | 0 | -1 | 99 | 0 | 6 | -2 | -0.4 | 10 | 43
COc1ccc(NC(=O)CCC(=O)N(Cc2ccc(OC)c(OC)c2)c2nccs2)c(OC)c1 | -3 | 2 | 109 | 1 | -5 | 11 | 1.4 | 11 | -6
CCOC(=O)c1c(NC(=S)Nc2ccc(OCC)cc2)sc2c1CCN(C)C2 | 6 | -4 | 103 | -5 | -21 | -4 | 0.1 | -16 | -116
Cc1cnc(=O)[nH]c1SCC(=O)Nc1nccs1 | 2 | 6 | / | 1 | / | 2 | -1.1 | 15 | /
CCOc1ccccc1NC(=O)CN1CCC(NC(=O)c2ccccc2)CC1 | 0 | 5 | 97 | -2 | -10 | 5 | -3.2 | 2 | 10
COc1ccc(CN(C(=O)c2snc(C(N)=O)c2N)C(C(=O)NC2CCCC2)c2ccc(OC)c(OC)c2)cc1 (stereo unspecified) | 3 | 3 | 99 | -10 | -3 | -4 | 0.0 | 13 | 31

One compound at a time, as listed above. Values in the order: IDE cell inh | IDE act | MEKK3 PB1 HTS | GalR3 antagonist | p-CIP stab down | CHRM4 PAM | CRFR2-BP ag | CRFR2-BP antag | PHOSPHO1 inh
O=C(NCCCN1CCCC1=O)c1cc(-c2cccnc2)nc2ccc(Cl)cc12 is listed with 0 | 4 | 70*[inhibitor] | -1 | 14 | 1 | 1.0 | -6 | 4
O=C(Cn1cnc2ccccc2c1=O)NCc1cccs1 is listed with 6 | 5 | 96 | -6 | 5 | 6 | -4.1 | 9 | 24

In the list so far, these contain a CF3 group:
SMILES | IDE cell inh | IDE act | MEKK3 PB1 HTS | GalR3 antagonist | p-CIP stab down | CHRM4 PAM | CRFR2-BP ag | CRFR2-BP antag | PHOSPHO1 inh
FC(F)(F)c1cc(Cl)c2nnc(C(F)(F)Cl)n2c1 | -4 | -1 | 110 | 7 | -4 | 1 | 4.0 | 15 | 38
CCOC(=O)NC(=O)c1cn(Nc2ncc(Cl)cc2C(F)(F)F)c(=O)[nH]c1=O | 0 | 2 | 98 | 0 | -14 | -6 | -1.6 | 8 | 25

Continued:
SMILES | IDE cell inh | IDE act | MEKK3 PB1 HTS | GalR3 antagonist | p-CIP stab down | CHRM4 PAM | CRFR2-BP ag | CRFR2-BP antag | PHOSPHO1 inh
COc1cc(/C=C/C(=O)c2ccc(NS(=O)(=O)c3ccc(C)cc3)cc2)cc(OC)c1O | 27* | -23 | 97 | 0 | -5 | 4 | 4.0 | -48 | -5
CCCn1c(SCC(=O)NCC)nc2sc3c(c2c1=O)CCC3 | 2 | -5 | 102 | -1 | -4 | -7 | 1.8 | -12 | 47
O=C(C[C@H]1C[C@H](C(=O)N2CCCCC2)[C@@]2(CCc3ccccc3)c3[nH]c4cc(-c5ccco5)ccc4c3CCN2C1=O)NCc1ccco1 | / | 2 | / | -6 | / | 13 | 2.5 | -11 | /
COc1cc(OC)nc(NC(C)=O)n1 | 4 | 0 | 105 | -5 | 0 | -2 | -0.2 | 0 | 6
O=C(NCC(c1ccco1)N1CCc2ccccc21)c1ccccc1Cl (stereo unspecified) | -1 | 4 | / | -5 | / | 8 | 1.3 | 14 | /
CCOC(=O)c1ccc(N2C(=O)C=C(N3CCOCC3)C2=O)cc1 | 0 | 5 | 108 | -6 | -5 | 5 | 5.1 | -4 | 25
CCCN(CC(=O)Nc1ccccc1OC)C(=O)CCC(=O)c1ccc(OCC)cc1 | -3 | 4 | / | -6 | / | 2 | 0.3 | 0 | /
CN(Cc1ccccc1)c1c([N+](=O)[O-])c(=O)n(C)c2ccccc12 | 8 | 10 | 110 | -2 | 0 | 9 | -4.0 | 11 | 20
CCNC(=S)Nc1ccccc1-c1ccccc1 | 7 | -2 | 94 | 2 | 6 | 5 | 0.3 | -8 | -1
